Giardia kill: Giardia lamblia killing. activity change, % at 7.66 µM, hits read low. 340,000 tested, 0.15% active. Giardia lamblia trophozoite viability; in the data active = activity change below about -80%; inconclusive = between about -30% and that limit;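 note: parasites exposed to compound for two days anaerobically before the ATP read; % is set by controls: 0 for no effect and ±100 for the full control effect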
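Luminescent ATP signal served as the viability read-out, measured 15-30 min after adding ATP detection reagent to trophozoites that had been incubated with compounds for 48 hrs at 37 deg C anaerobically at 100 cells/well.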
TSHR antagonist: human thyrotropin receptor antagonism | P16473 | 330,000 tested, 0.2% active | TSHR-expressing cells, TSH-stimulated cAMP HTRF, 2 h; active compounds read low | AID 504810 | activity change, negative = inhibition, % at 11.5 µM;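 active = activity change below a set negative limit, meaning inhibition stronger than a set level, cut at about -70% in these data; inconclusive = activity change between two set negative limits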; note: % is set by controls: 0 for no effect and ±100 for the full control effect
Target sequence (P16473 whole entry, looked up): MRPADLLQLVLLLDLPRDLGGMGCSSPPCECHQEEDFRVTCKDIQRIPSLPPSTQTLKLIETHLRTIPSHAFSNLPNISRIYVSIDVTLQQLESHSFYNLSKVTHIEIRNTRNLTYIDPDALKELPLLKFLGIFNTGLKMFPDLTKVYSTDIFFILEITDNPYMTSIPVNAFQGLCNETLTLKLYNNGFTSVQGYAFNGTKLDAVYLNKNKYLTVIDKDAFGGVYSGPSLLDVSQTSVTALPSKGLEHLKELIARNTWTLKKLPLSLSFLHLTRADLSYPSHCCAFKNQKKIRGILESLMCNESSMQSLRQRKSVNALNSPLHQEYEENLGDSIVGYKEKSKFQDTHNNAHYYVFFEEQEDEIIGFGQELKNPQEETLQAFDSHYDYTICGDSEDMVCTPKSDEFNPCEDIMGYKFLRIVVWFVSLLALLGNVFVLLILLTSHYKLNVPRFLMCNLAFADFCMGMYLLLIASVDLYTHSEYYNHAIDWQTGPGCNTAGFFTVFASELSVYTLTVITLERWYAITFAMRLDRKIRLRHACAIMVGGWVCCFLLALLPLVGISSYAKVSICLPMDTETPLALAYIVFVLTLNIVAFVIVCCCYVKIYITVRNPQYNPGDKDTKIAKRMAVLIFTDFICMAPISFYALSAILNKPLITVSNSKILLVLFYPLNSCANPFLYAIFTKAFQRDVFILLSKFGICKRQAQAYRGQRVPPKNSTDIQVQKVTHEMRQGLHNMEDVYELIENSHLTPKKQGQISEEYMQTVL
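TSHR-expressing cells, 200/well, pre-treated with compound, then stimulated with EC80 TSH (4nM final) for 2 hours at 37 deg C. cAMP measured by competitive HTRF: anti-cAMP cryptate antibody in lysis buffer plus cAMP-d2, read after 30 minutes at room temperature.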
hERG WT inh: KCNH2 (human, wildtype) channel inhibition; AID 720551; U2OS, BacMam KCNH2, thallium flux FluxOr; active compounds read low; activity change, % at 1.84 µM; 340,000 tested, 0.37% active; Q12809;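 active = maximum activity change below -70%; inconclusive = maximum activity change between -70% and -50%; inactive = maximum activity change above -50%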; note: % is set by controls: 0 for no effect and ±100 for the full control effect
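U2OS cells transduced with wild-type KCNH2 virus are loaded with FluxOr dye for 45 min, and thallium flux is measured in kinetic reads before and after stimulation buffer. Rate constants are normalized to DMSO controls.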
FBPA coupling cs: coupling enzyme interference in Giardia aldolase counter-screen; 290,000 tested, 0.67% active; activity change, negative = inhibition, % at 58.2 µM, hits read low; coupling enzyme system counterscreen, AmpLite Red fluorescence; AID 2472; in the data active = activity change below about -30%; note: % is set by controls: 0 for no effect and ±100 for the full control effect
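Fluorescence at 525 nm excitation and 598 nm emission measured inhibition of the coupled detection system without aldolase. Compounds (at 57.5 uM final) were preincubated 10 min at room temperature with coupling enzyme reagent before a 20 min substrate/AmpLite Red step.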
Chronic BCR inh: blocks chronic active B-cell receptor signaling | Potency, µM (top dose mostly 46.1 µM), without a hit: top-dose ratio change, negative = lower green/red ratio, usual class: inhibitors | 340,000 tested, 0.05% active | ABC-DLBCL IkBa-CBG/CBR reporter, luminescence ratio, 4 h; active = well fitted inhibition curve with a large enough effect in the signal ratio, with a control signal flat, not every such curve was filed as active; inconclusive = small, poorly fitted or top-dose-only effect, or effect the other way, or a change in a side signal; the % refers to the signal ratio;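 note: potency is the fitted concentration of half-maximal effect; plate controls were basal doxycycline-induced cells for no effect and cells given 10 µM MG132 for full effect; MG132 reads +100%, hits lower the ratio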
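Compounds up to 46 uM were incubated four hours with TMD8 cells whose green CBG68 luciferase is fused to IkappaBalpha; red CBR luminescence normalised the signal, and concentration-effect curves were fitted to fusion, red and ratio data.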
GALK inh: galactokinase (human) inhibition; Purified GALK, Kinase-Glo residual ATP luminescence; Potency, µM (highest dose often 57.5 µM), for inactives: at the top dose activity change, negative = inhibition, hits mostly inhibitors; 270,000 tested, 0.007% active; AID 1868; note: potency is the fitted concentration of half-maximal effect; % is set by controls: 0 for no effect and ±100 for the full control effect
Target sequence (P51570 whole entry, looked up): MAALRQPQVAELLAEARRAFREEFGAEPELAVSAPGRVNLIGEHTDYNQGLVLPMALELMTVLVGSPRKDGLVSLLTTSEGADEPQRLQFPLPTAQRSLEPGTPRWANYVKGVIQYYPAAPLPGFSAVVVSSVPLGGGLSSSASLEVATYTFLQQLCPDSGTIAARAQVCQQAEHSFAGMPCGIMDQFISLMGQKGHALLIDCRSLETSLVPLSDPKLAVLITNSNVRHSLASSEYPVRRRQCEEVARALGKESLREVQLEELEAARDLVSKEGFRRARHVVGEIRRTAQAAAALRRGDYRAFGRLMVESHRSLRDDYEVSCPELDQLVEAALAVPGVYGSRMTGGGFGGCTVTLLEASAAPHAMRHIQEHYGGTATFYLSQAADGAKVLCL
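Human GALK (5 nM) with 35 uM ATP and 100 uM galactose in 20 mM HEPES pH 8.0, 5 mM MgCl2, 60 mM NaCl, 1 mM DTT, 0.01% BSA. After 1 h at room temperature, leftover ATP was read by Kinase-Glo Plus luminescence.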
CXXC DNA block: blocks binding of human MLL CXXC domain to DNA. Q03164. MLL-CXXC / FITC-HOXA9 DNA fluorescence polarization. Potency, µM (titrated, usually from 115 µM), for the others: top-dose activity change, negative = inhibition, usual class: inhibitors. AID 2662. 290,000 tested, 0.037% active; active = well fitted inhibition curve with a large enough effect in the polarisation, with a control signal flat, not every such curve was filed as active; inconclusive = small, poorly fitted or top-dose-only effect, or effect the other way, or a change in a side signal; inactive = no such curve, though single readings can be large or run the other way; the % refers to the polarisation; note: potency is the fitted concentration of half-maximal effect
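Fluorescence polarization: 7 uM MLL-CXXC (stock) preincubated 5 min with compounds, then 50 nM fluorescein-HOX-A9 DNA (stock) added; 30 min ambient. Buffer 50 mM Tris-HCl pH 7.5, 50 mM NaCl, 1 mM DTT, 0.05% BSA.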
TCR act: activates T cell receptor signaling. primary human leukocytes, anti-CD3, IL-2 HTRF, 48 h. Potency, µM (series often up to 9.22 µM), inactives show at the highest dose activation of IL-2 secretion, hits mostly activators. 330,000 tested, under 10 active. AID 504894; note: % of control where 0% means no effect
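IL-2 produced over 48 hr by a-CD3 bead-stimulated primary human leukocytes exposed to compounds was detected with a homogeneous time-resolved FRET immunoassay, 665nm acceptor signal after 320nm excitation.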
AT treatment: potential ataxia-telangiectasia treatment; Potency, µM (titrated, usually from 57.5 µM), for inactives: at the highest dose activation, most hits filed as activators; […] A-T fibroblasts, KAP-1 phosphorylation AlphaLISA; neocarzinostatin DNA damage 30 min before lysis; 320,000 tested, 0.19% active; AID 485349; note: potency is the fitted concentration of half-maximal effect; % of control where 0% means no effect; nearly all actives have a fitted effect of over 45% in size
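hTERT-immortalized A-T patient fibroblasts ([…]), 500 cells/well in OPTI-MEM, 1% FBS, got compounds for 60 min, then NCS for 30 min at 37C. Lysates were then assayed for phospho-KAP-1 by AlphaLISA (anti-pKAP1 donor, anti-KAP1 acceptor beads), 6 hr at 25C.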
Tb PFK inh: inhibitors of T. brucei phosphofructokinase; O15648; T. brucei PFK, ADP-Glo luminescence; Potency, µM (top dose mostly 57.5 µM), without a hit: at the top dose activity, negative = inhibition, most hits filed as inhibitors; 330,000 tested, 0.17% active; AID 485367;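 note: potency is the fitted concentration of half-maximal effect; 0% = uninhibited 1x PFK enzyme wells and -100% = no-enzyme wells; nearly all actives have a fitted effect of over 60% in size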
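Luminescent ADP detection (ADP-Glo, two-step: ATP depletion then ADP-to-ATP conversion for luciferase) reported PFK activity after 45 min room-temperature reaction of 1.25 nM enzyme with 0.5 mM F6P and 0.1 mM ATP at pH 8.0.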
* hit, by the source's call; i = inactive; ? = inconclusive; / = not tested or not shown; & = joins results of further samples; [ ] = remark or other dose. Unless noted, calls come from the whole dose curve; as a rule, active = well fitted curve in the direction sought with a large enough effect; inconclusive = small, poorly fitted or top-dose-only effect, or another doubt; inactive = no such curve, though single readings can be large; an effect the other way counts as inactive or inconclusive.

SMILES	Giardia kill	TSHR antagonist	hERG WT inh	FBPA coupling cs	Chronic BCR inh	GALK inh	CXXC DNA block	TCR act	AT treatment	Tb PFK inh
COc1ccc(/C=C(/NC(=O)c2ccco2)C(=O)Nc2cccc(C(=O)O)c2)cc1	11	5	4	6	-1%	16%	9%	-4%	-1%	2%
COc1ccc(C(N)CCc2ccco2)cc1 (stereo not drawn)	10	13	2	-4	7%	0%	-3%	3%	-1%	0%
Cn1c(CN2CCCCC2)nc2cc(NS(=O)(=O)c3ccc(Cl)cc3)ccc21	28	3	78	-1	-2%	3%	2%	6%	-4%	10%
O=C(NCc1cccnc1)C(=O)NC1CCCCC1	-22	-1	5	2	?	0%	-4%	-1%	0%[11.5 µM]	3%
N#C/C=C/N1CCN(C(=O)c2ccco2)CC1	-1	-3	-8	/	7%	/	/	2%	10%	-4%
Nc1ccc(Nc2ccccc2N)cc1	22	0	-2	-31*	6%	0%	11%	2%	-2%	0%
CCCCC1=CC2=C(c3ccco3)C(=O)C(C)(OC(=O)c3ccc(OC)cc3)C(=O)C2=CN1CCOC (stereo not drawn)	9	-7	-12	-7&-8	0%	3%	-4%	-13%	3%	3%
O=C(Cn1c(C(F)(F)F)nc2ccccc21)OCC(=O)c1c[nH]c2ccccc12	24	-4	-2	-1	24%	0%	?	6%[46.1 µM]	-4%	-13%
C[C@@H]1C(c2ccc(F)cc2)=NN(c2ccc(Br)cc2)[C@H]1C(=O)N1CCOC1=O	?	-14	2	-3	?	/	/	-1%[46.1 µM]	13%[11.5 µM]	-2%
COc1cccc(C(=O)Oc2ccc(/C=N/Nc3ccc(C(=O)O)cc3)cc2OC)c1	-10	-10	-18	6	?	0%	54%[activator]	0%	-6%	-1%
Cc1ccc(NC(=O)COC(=O)CN2C(=O)C3CCCCC3C2=O)cc1S(=O)(=O)N1CCOCC1 (stereo not drawn)	-5	7	10	2	?	0%	4%	-1%[46.1 µM]	-4%	4%
COc1cc(CNCc2cccnc2)ccc1OCc1ccccc1	-7	8	12	-1	-1%	9%	8%	-5%	4%	2%
CCN1CCN(c2ccc(S(=O)(=O)N3CCCCC3)cc2NC(=O)c2cccc(Cl)c2)CC1	-2	-6	17	/	-6%	/	/	-1%	-4%	-1%
O=C(OCC(=O)N(CCc1ccccc1)Cc1ccccc1)c1ccccc1O	27	-7	-8	/	12%	/	/	-1%	20%	0%
Cc1ccc(SCC(=O)Nc2ccc(N3CCN(c4ccccc4)CC3)c(F)c2)cc1	14	0	1	1	3%	-1%	-7%	-5%	-5%	3%
Cc1nc(N2CCN(S(=O)(=O)c3ccccc3)CC2)c2c3c(sc2n1)CC(C)CC3 (stereo not drawn)	8	14	-5	0	-2%	2%	0%	4%	-1%	-6%
Cn1cccc1/C=N/NC(=O)c1ccc[n+]([O-])c1	-7	-4	-17	-1	2%	6%	9%	-7%	1%	2%
Clc1ccccc1CSc1nnc(-c2ccco2)c(-c2ccco2)n1	-5	-8	7	-6	15%	2%	-28%	/	19%	-17%
COc1ccc(NS(=O)(=O)c2cccc(C(=O)O)c2)cc1S(=O)(=O)N1CCOCC1	-15	2	-1	/	-3%	/	/	-2%	2%	2%
Cn1ccc(NC(=O)Nc2ccc(Cl)cc2Cl)n1	16	-4	-6	2	9%	/	8%	-1%[46.1 µM]	7%	-1%
Cc1cccc(-c2nc(CN3CCN(C(=O)C4CCCO4)CC3)cs2)c1 (stereo not drawn)	-7	10	-5	3	1%	-5%	0%	1%	-7%	10%
Cc1cccc(CSC2=NCCN2S(=O)(=O)c2ccc(F)cc2)c1	1	-8	-5	-9	3%	-8%	-4%	-10%	-27%	1%
COC(=O)c1ccc(NC(=O)Nc2ccccc2C)cc1	12	-10	-4	3	/	0%	-2%	-4%	1%	4%
O=C(NCCCN1CCOCC1)c1cc(-c2ccc(F)cc2)no1	0	8	0	1	?	-1%	-5%	-2%	-4%	6%
CCC(=O)Nc1nnc(CSCc2ccc(F)cc2)s1	17	-2	-8	3	5%	1%	-6%	-15%	/	0%
CC(=O)CSc1nc2ccc(Nc3nc(N4CCOCC4)nc(N4CCOCC4)n3)cc2s1	-13	-19	-9	2	-20%	-1%	0%	-3%	9%	-7%
COc1ccc([N+](=O)[O-])cc1N(CC(=O)Nc1ccccc1C(=O)N1CCCC1)S(C)(=O)=O	0	-4	1	5	-8%	0%	2%	3%	1%	4%
C=CCn1cnc2c(c1=O)c1nc3ccccc3nc1n2-c1ccc(C)cc1	/	-13	/	-1	-2%	-1%	9%	-7%[46.1 µM]	-1%	0%
COc1ccccc1NC(=O)NCc1nc(-c2ccc(C(F)(F)F)cc2)no1	-8	-12	0	3	-1%	/	-2%	-1%	-6%	6%
Cc1ccc(C)c(N(CC(=O)N/N=C/c2ccc(-c3ccc([N+](=O)[O-])cc3)o2)S(=O)(=O)c2ccccc2)c1	13	8	-1	1	1%	0%	15%	0%	-1%	1%
CC(NC(=O)CN1CCC(C(N)=O)CC1)c1ccccc1 (stereo not drawn)	5	16	2	-3	1%	6%	-7%	-5%	-3%	-1%
COc1ccc(CCN2C(=S)N(C)C(=O)C2CC(=O)Nc2ccc(F)cc2)cc1 (stereo not drawn)	-9	3	3	1	-4%	/	-16%	-6%	-1%	1%
COc1cc(Cl)cc(CN2CCC(CCC(=O)NC3CC3)CC2)c1OC	-19	-5	32	3	2%	6%	5%	-7%	0%	-4%
O=C(c1ccc([N+](=O)[O-])cc1)N(c1ccccn1)c1ccccn1	-7	-1	-2	3	2%	3%	1%	-1%	-5%	-2%
CC(=O)Nc1ccc(-c2csc(Nc3cccc(C)n3)n2)cc1	3	-6	-15	-2	?	-2%	-6%	0%	6%	0%
CCN(CC(=O)Nc1c(F)cccc1F)C(=O)C(C)SCc1nc2sc(C)c(C)c2c(=O)[nH]1 (stereo not drawn)	0	3	1	/	0%	-3%	-6%	0%	13%	-1%
CCN(CC)C(=O)CSc1nnc(-c2ccccc2)c(-c2ccccc2)n1	-2	-3	-19	2	9%	1%	3%	0%[46.1 µM]	-5%	-1%
O=C(C1CCCN(S(=O)(=O)c2ccccc2)C1)N1CCN(c2ccc(F)cc2)CC1 (stereo not drawn)	13	18	9	1	-2%	2%	3%	5%	6%	-2%
O=C(Cc1cccc2ccccc12)N1CC[C@@]2(O)CCCC[C@H]2C1	6	0	-4	5	?	6%	-1%	-11%	18%	2%
O=C(NC(=S)NNC(=O)c1ccccc1F)c1cccnc1	-9	8	-14	-3	?	/	16%	-2%	0%	1%
C[C@H](CO)N1C[C@H](C)[C@@H](CN(C)S(=O)(=O)c2cn(C)cn2)Oc2c(NS(=O)(=O)c3cn(C)cn3)cccc2C1=O	-1	-6	0	/	1%	/	/	2%	-4%	-7%
COc1ccc(C(=O)N2CCN(CCNC(=O)C(=O)Nc3ccc(F)cc3)CC2)cc1OC	4	-11	10	0	?	-1%	7%	2%	2%	0%
Cc1ccsc1/C=N/N1CCN(Cc2ccccc2)CC1	-9	5	0	0	?	-2%	17%	5%	-13%	-1%
CCc1nc(SCC(=O)N2CCCc3ccccc32)c2oc3ccccc3c2n1	-2	-11	12	-2	?	0%	1%	3%	5%	8%
Cc1nn(C)cc1CNC(=O)C1(C)CC1(Cl)Cl (stereo not drawn)	-10	9	2	2	3%	2%	-5%	0%[46.1 µM]	-7%	0%
O=C(O)c1ccc(S(=O)(=O)N2CCN(c3ccccn3)CC2)cc1	-19	-4	13	8	-4%	7%	-3%	/	-3%	1%
Cc1ccc(-c2nsc(SCC(=O)Nc3ccc4c(c3)OCO4)n2)cc1	10	-15	18	3	6%	0%	4%	2%[46.1 µM]	5%	-8%
O=C(Nc1ccc(Cl)cc1)Nc1nc(-c2sccc2Br)cs1	4	-8	2	-1	13%	-5%	22%	3%	12%	0%
O=C(Nc1ccc(N2CCOCC2)cc1)c1cc2c(s1)CCCC2	-11	-13	4	-2	?	-1%	-2%	/	-2%	1%
CC(C)(C)C(=O)Nc1ncccc1C(O)c1cccc(C(F)(F)F)c1 (stereo not drawn)	-3	13	i	2	-12%	0%	-1%	5%	-1%	5%
Carrying on:
SMILES	Giardia kill	TSHR antagonist	hERG WT inh	FBPA coupling cs	Chronic BCR inh	GALK inh	CXXC DNA block	TCR act	AT treatment	Tb PFK inh
CCn1c(CN2CCCCC2)nc2cc(S(=O)(=O)N3CCCCC3)ccc21	26	-2	5	/	-2%	/	/	0%	-1%	2%
O=S(=O)(c1ccc(OCC(O)CN2CCCCC2)cc1)N1CCOCC1 (stereo not drawn)	-1	-6	-2	9	4%	1%	0%	/	-4%	3%
O=C(CSC1=NCCS1)N1CCN(c2ccc(Cl)cc2)CC1	?	-23	17	0	?	-3%	19%	-2%	12%	0%
O=S(=O)(c1cccc(Cl)c1)N1CN(CC2CCCO2)c2nc3ccccc3nc21 (stereo not drawn)	16	1	-8	/	?	2%	-4%	-3%	3%	-7%

Source: PubChem BioAssay (National Center for Advancing Translational Sciences (NCATS))
